HCMV inh: inhibitors of human cytomegalovirus | activity change, negative = inhibition, % at 57.5 µM | AID 1259415 | 4.5% of 410,000 active | HFF cells, HCMV-luciferase reporter, 72 h; stronger effect = lower value; in the data active = activity change below about -60%; inconclusive = no clear call, values can overlap the other calls; inactive = above about -39%
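After 16 h attachment at 37C, HFF cells received test compound and HCMV-luciferase (1 PFU/cell); reporter luminescence read 72 h later, data normalized against buffer-only and known inhibitor Salinomycin.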
HCV inh: blocks hepatitis C virus. Huh7.5.1 HCVcc-Cre infection, luciferase reporter, 44 h. Potency, µM (titrated, usually from 41.8 µM), inactives show at the top dose activity change, negative = inhibition, usual class: inhibitors. 3.4% of 340,000 active. AID 651820; note: potency is the fitted concentration of half-maximal effect
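Infectious HCVcc-Cre (~0.5 moi) was added to cells just after compound, with cells seeded 4 h earlier at 1,000 per well. Luciferase activity after 44 h culture reported infection; substrate was incubated 15 min at room temperature before reading.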
Sm TGR block: inhibitors of Schistosoma mansoni thioredoxin glutathione reductase | Q962Y6 | purified TGR, DTNB reduction, TNB absorbance 405 nm | Potency, µM (doses to about 114 µM), for the others: top-dose activity change, negative = inhibition, usual class: inhibitors | 3% of 360,000 active | AID 485364; note: potency is the fitted concentration of half-maximal effect; nearly all actives have a fitted effect of over 60% in size
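First, TGR (20 nM dispensed) and NADPH were mixed with compound. Second, a 15 min room-temperature incubation followed. Third, further NADPH and then DTNB were added to start the reaction. Finally, TNB absorbance was monitored kinetically.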
AmpC inh no detg: blocks E. coli AmpC beta-lactamase in detergent-free assay; 0.52% of 330,000 active; AID 485341; P00811; Potency, µM (highest dose often 57.1 µM), for inactives: at the highest dose activity change, negative = inhibition, hits mostly inhibitors; AmpC nitrocefin hydrolysis, absorbance 480 nm, 0.0001% Triton;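 note: potency is the fitted concentration of half-maximal effect; plate controls were no compound for no effect and no enzyme for full effect; nearly all actives have a fitted effect of over 20% in size; some results filed as inactive show a strong effect at the top dose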
Target sequence (P00811 whole entry, looked up): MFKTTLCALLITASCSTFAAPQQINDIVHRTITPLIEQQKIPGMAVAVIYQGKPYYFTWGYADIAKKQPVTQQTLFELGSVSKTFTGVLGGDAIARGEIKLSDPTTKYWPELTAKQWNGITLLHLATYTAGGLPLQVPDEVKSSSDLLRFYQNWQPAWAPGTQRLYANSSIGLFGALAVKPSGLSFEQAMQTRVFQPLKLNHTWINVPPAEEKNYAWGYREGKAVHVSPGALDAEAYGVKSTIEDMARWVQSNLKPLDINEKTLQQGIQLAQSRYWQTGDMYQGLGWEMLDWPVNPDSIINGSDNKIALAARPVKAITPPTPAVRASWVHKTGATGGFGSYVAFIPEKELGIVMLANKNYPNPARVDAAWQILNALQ
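20 mM phosphate pH 7.0 + 0.01% (detergent screen) or 0.0001% Triton X-100; 5.3 nM AmpC reagent; cpd preinc 15 min RT; nitrocefin (800 uM stock) to start; A480 q20 s × 4 min; Activity was normalised to no-enzyme and no-compound control wells.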
AmpC inh detg: AmpC beta-lactamase inhibition with detergent present. P00811. AmpC hydrolysis of nitrocefin, absorbance 480 nm, 0.01% Triton. Potency, µM (titrated, usually from 114 µM), inactives show top-dose activity change, negative = inhibition, actives largely listed as inhibitors. 0.041% of 370,000 active. AID 485294;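 note: potency is the fitted concentration of half-maximal effect; 0% = no-compound wells and -100% = no-enzyme wells; nearly all actives have a fitted effect of over 25% in size; some results filed as inactive show a strong effect at the top dose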
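20 mM phosphate pH 7.0 + 0.01% (detergent screen) or 0.0001% Triton X-100; 5.3 nM AmpC reagent; cpd preinc 15 min RT; nitrocefin (800 uM stock) to start; A480 q20 s × 4 min; Activity was normalised to no-enzyme and no-compound control wells.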
FBPA Giardia inh: inhibitors of Giardia lamblia fructose-1,6-bisphosphate aldolase. A8B2U2. purified Giardia FBPA. Potency, µM (doses to about 59.6 µM), for the others: top-dose activity, negative = inhibition, most hits filed as inhibitors. 0.71% of 290,000 active; note: potency is the fitted concentration of half-maximal effect; nearly all actives have a fitted effect of over 55% in size
Target sequence (A8B2U2 whole entry, looked up): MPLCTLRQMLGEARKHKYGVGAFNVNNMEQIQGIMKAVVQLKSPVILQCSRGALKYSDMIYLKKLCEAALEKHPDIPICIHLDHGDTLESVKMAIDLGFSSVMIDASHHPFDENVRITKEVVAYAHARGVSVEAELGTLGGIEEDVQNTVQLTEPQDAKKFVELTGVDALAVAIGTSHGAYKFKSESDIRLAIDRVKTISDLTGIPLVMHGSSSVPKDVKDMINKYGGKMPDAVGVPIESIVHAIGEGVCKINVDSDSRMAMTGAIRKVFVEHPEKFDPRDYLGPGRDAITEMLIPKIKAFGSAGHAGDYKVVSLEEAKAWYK
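40 nM FBPA preincubated 10 min at RT with compound (up to 57.5 uM final), then substrate plus GAPDH/TPI/NAD/arsenate coupling and diaphorase/resazurin added. Fluorescence read after 20 min at RT, 525/598 nm.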
* = called active by the depositor; ? = inconclusive; / = not tested or not shown; [ ] = remark or other dose. Unless noted, calls come from the whole dose curve; as a rule, active = well fitted curve in the direction sought with a large enough effect; inconclusive = small, poorly fitted or top-dose-only effect, or another doubt; inactive = no such curve, though single readings can be large; an effect the other way counts as inactive or inconclusive. Unless noted, % is set by controls: 0 for no effect and ±100 for the full control effect.

smiles | HCMV inh | HCV inh | Sm TGR block | AmpC inh no detg | AmpC inh detg | FBPA Giardia inh
O=C(c1cc2cc(F)ccc2[nH]1)N1CCc2ccccc21 | 251 | 4% | -1% | -16% | -2% | -12%
CCOc1ccc(N2CC(C(=O)Nc3ccc4c(c3)OCCO4)CC2=O)cc1 (configuration not stated) | -33 | 1% | -2% | 24% | 5% | /
O=c1c(-c2ccco2)[n+]([O-])c2ccccc2n1OCc1c(F)cccc1F | 35 | -2% | 16µM* | -9% | -2% | -7%
Cc1cccc2nc3c(nc12)CCCC3 | 21 | 3% | -5% | -18% | -14% | 5%
COc1ccc(S(=O)(=O)N2CCCC(C(=O)NCC3CCCO3)C2)cc1C (configuration not stated) | 2 | 4% | 0% | 70%[activator] | 6% | -2%
Cc1c(C=O)n(C)n(-c2ccccc2)c1=O | -4 | 27% | 3% | -14% | -2% | 0%
CCc1nc(SCC(=O)NCCc2ccc(OC)c(OC)c2)c2c(=O)n(C)c(=O)n(C)c2n1 | 2 | 6% | -24% | 0% | ? | 3%
O=c1ccc(-c2ccc(S(=O)(=O)N3CCN(c4ccccc4)CC3)o2)n[nH]1 | -20 | 8% | -11% | 13% | -7% | /
CCOC(=O)c1ccccc1NC(=O)c1sc2ncn(Cc3cccc(F)c3)c(=O)c2c1C | 22 | / | 12% | / | 3% | /
N#Cc1nc(COc2ccccc2)oc1NCCN1CCOCC1 | -6 | ? | 41%[activator] | 13% | ? | -3%
CCN(CC)c1ccc2c(C)c(-c3ccc(N)cc3)c(=O)oc2c1 | ? | 8.9µM* | 8% | -3% | ? | -4%
COc1ccc(-n2ncc3c2CC(C)(C)CC3NC(=O)Cc2nonc2C)cc1 (configuration not stated) | ? | -25% | -12% | 55% | -1% | /
O=c1oc2ccccc2cc1-c1nc(-c2cccc(Cl)c2)cs1 | 13 | / | 0% | / | -2% | /
O=C(NCc1ccccc1Cl)c1ccc2c(c1)N(Cc1ccccc1)C(=O)CS2 | -65* | / | 8% | / | 4% | /
C=CCn1c(NC(=O)c2ccc(Br)o2)c(S(=O)(=O)c2ccccc2)c2nc3ccccc3nc21 | -11 | -3% | ? | -25% | 8% | -26%
Cc1ccc(NC(=S)NCc2ccccn2)cc1 | -17 | 4% | 6% | -7% | -7% | -23%
CCNC(=S)Nc1ccc(OCc2nc3ccccc3s2)cc1 | 81 | ? | -1% | -53% | ? | -9%
CCc1ccc(CNC(=O)c2cc3cc(S(=O)(=O)N4CCCCC4)ccc3n2C)cc1 | -11 | / | 3% | / | 15% | /
COC(=O)[C@@H](NCc1cccc(CN([C@H](C(=O)OC)C(C)C)S(C)(=O)=O)c1)C(C)C | ? | -14% | -23% | 147%[activator] | ? | -9%
CCOCCc1nnc(NC(=O)CS(=O)(=O)Cc2ccccc2)s1 | 72 | 9% | -6% | -8% | 2% | -13%

Overlap with the part before: four compounds, then new ones.
smiles | HCMV inh | HCV inh | Sm TGR block | AmpC inh no detg | AmpC inh detg | FBPA Giardia inh
CCNC(=S)Nc1ccc(OCc2nc3ccccc3s2)cc1 | 81 | ? | -1% | -53% | ? | -9%
CCc1ccc(CNC(=O)c2cc3cc(S(=O)(=O)N4CCCCC4)ccc3n2C)cc1 | -11 | / | 3% | / | 15% | /
COC(=O)[C@@H](NCc1cccc(CN([C@H](C(=O)OC)C(C)C)S(C)(=O)=O)c1)C(C)C | ? | -14% | -23% | 147%[activator] | ? | -9%
CCOCCc1nnc(NC(=O)CS(=O)(=O)Cc2ccccc2)s1 | 72 | 9% | -6% | -8% | 2% | -13%
COc1cc(OC)cc(C(=O)Nc2ccc(N3CCOCC3)cc2N2CCOCC2)c1 | 0 | ? | -6% | 87%[activator] | -9% | /
Cc1ccc2nc(CSc3nnc(NC(=O)COc4ccccc4F)s3)cc(=O)n2c1 | -12 | / | -4% | / | 2% | /
COCCNC(=O)c1onc(CSc2cc(C)ccc2C)c1C(=O)O | 3 | 2% | 5% | -8% | 3% | 11%
COc1ccc(Oc2coc3cc(OC(=O)c4cccs4)ccc3c2=O)cc1 | -9 | -7% | -17% | -34% | -19% | /
Cc1cccc(N2CCN(C(=O)CCN3C(=S)NC(C)(C)CC3C)CC2)c1C (configuration not stated) | ? | ? | 4% | 136%[activator] | -1% | -5%
CCC1(C(=O)O)NC(c2cc(OC)ccc2O)C2C(=O)N(Cc3ccccc3)C(=O)C21 (configuration not stated) | -31 | 15% | 0% | -10% | 2% | -16%
O=C(c1cnn2c(C(F)(F)F)cc(-c3ccc4c(c3)OCO4)nc12)N1CCCC1 | 20 | -16% | 6% | -15% | -18% | 4%
CCCCCC1CC(CC(=O)Nc2ccc([N+](=O)[O-])cc2)C(=O)O1 (configuration not stated) | 0 | 0% | 0% | -15% | -8% | 4%
COc1ccc(S(=O)(=O)N(C)C[C@H]2Oc3ccc(NC(=O)Nc4ccc(C(F)(F)F)cc4)cc3C(=O)N([C@H](C)CO)C[C@@H]2C)cc1 | ? | ? | / | 14% | / | /
Cc1cc(C)c(C(=O)N(C)C2CCCN(Cc3ccccc3F)C2)o1 (configuration not stated) | 12 | 1% | 6% | 16% | 4% | /
CCOC(=O)c1cnc2ccc(Br)cc2c1NCC(C)O (configuration not stated) | -8 | 2% | -21% | -17% | -8% | -1%
COc1ccc(NC(=O)CSc2nnc(-c3cccs3)n2C)cc1OC | -29 | -2% | -3% | 1% | -4% | 3%
N#CCC(=O)Nc1ccc(C(=O)OC(C(=O)Nc2cc(C(F)(F)F)ccc2Cl)c2ccccc2)cc1 (configuration not stated) | -19 | -39% | 0% | 7.1µM* | 0% | /
CCCCSc1nnc(CSc2ncccn2)n1C | 22 | 9% | 10% | -30% | 9% | 0%
O=C(/C=C/c1ccc2c(c1)OCO2)Nc1c(C(=O)O)[nH]c2ccccc12 | 135 | 2% | -9% | -25% | -9% | 3%
CCOC(=O)N(NC(=O)C(O)(c1ccccc1)c1ccccc1)c1ccccc1 | 4 | 27% | 0% | -20% | -5% | 2%
COc1ccc(C)c2sc(NC(=O)c3ccc(S(=O)(=O)N4CCCC4)cc3)nc12 | 8 | / | ? | / | 12% | /
CCSc1nc2ccccc2c(OCc2ccccc2Cl)c1C(=O)OC | -9 | / | 6% | / | -4% | /
Cc1cccc(NC(=O)CNC(=O)COc2ccc(-c3ccc(C#N)cc3)cc2)c1C | -39 | -26% | 1% | 28µM* | -3% | 5%
CCOC(=O)c1nnn(-c2nonc2-n2cccc2)c1CN1CCCCC1 | ? | 10% | -4% | 12% | -5% | -2%
COc1ccc(CN2CCCC(C(=O)c3ccc(Cl)cc3)C2)c(OC)c1 (configuration not stated) | 19 | ? | -13% | 27% | ? | 10%
Cc1ccc(C(C)C)c(OCc2ccc(C(=O)N/N=C/c3ccc(C(=O)O)cc3)cc2)c1 | 0 | -13% | -7% | -31% | -14% | 0%
COC(=O)CC(=O)CSc1nc2c(cc1C#N)CCC2 | -2 | 22% | 34% | -22% | 0% | 6%
CCCC(NC(=O)Cc1c(C)c2c(cc(C)c3c(C)coc32)oc1=O)C(=O)O (configuration not stated) | 43 | 13% | -14% | -6% | -12% | -4%
CN(C(=O)c1cccc(C#CC(C)(C)O)c1)C1CCCN(Cc2ccccc2F)C1 (configuration not stated) | -34 | -10% | 2% | 60% | -18% | 20%
O=C(NC1CCCC1)c1cccc(S(=O)(=O)N2CCCC2)c1 | -16 | 6% | -12% | -2% | -3% | /
CC1CCN(C(=O)C2COc3ccccc3C2)CC1 (configuration not stated) | -7 | / | 1% | / | 1% | /
O=C(CC1C(=O)NCCN1Cc1ccccc1C(F)(F)F)NC1CCCC1 (configuration not stated) | 33 | 12% | 40µM* | 15% | ? | -19%
COC(=O)c1ccc(OCC(O)CN2CCC(C)CC2)cc1 (configuration not stated) | 29 | -5% | -16% | -21% | -19% | 0%
CC(NS(=O)(=O)c1ccc2c(c1)OCCO2)c1ccccc1 (configuration not stated) | -25 | 1% | / | 35% | -2% | 8%
CCN(CC)c1cc(C)c2cc(NC(=O)/C=C/c3cc(OC)c(OC)c(OC)c3)ccc2n1 | -100* | / | -15% | / | -7% | /
COc1ccc(/C=C2\C(=N\O)C3CCN2CC3)cc1 | -15 | 3% | -1% | -21% | -14% | -23%
CC1(C)N=C(c2ccccc2)[C@@H]2C(c3ccc([N+](=O)[O-])cc3)N21 (some centres not stated) | -26 | 0% | -1% | -14% | -7% | 9%
CNC(=S)N(Cc1cc2cc(C)cc(C)c2[nH]c1=O)C1CCCC1 | -8 | 7% | 6% | 70%[activator] | 6% | 1%
O=C(NCC(c1cccnc1)N1CCOCC1)C(=O)Nc1ccc(Cl)cc1 (configuration not stated) | -10 | / | 16% | / | -9% | /
CCN(CC)CCOC(=O)/C=C/c1ccccc1OC | -20 | -2% | 0% | -8% | -12% | 1%
COc1ccc(C(CNC(=O)c2ccc(S(=O)(=O)N(C)C)cc2)N2CCCC2)cc1 (configuration not stated) | -24 | 15% | -15% | 7% | -3% | -1%
CCC(C)[C@H](NC(=O)NCc1ccco1)C(=O)O (some centres not stated) | 2 | -11% | -9% | -15% | ? | 2%
O=C(CSc1nnc(Cc2ccccc2)n1Cc1ccccc1)NCc1ccco1 | ? | 7% | -33% | 10% | -6% | 5%
CCOc1ccc(NC(=S)N/N=C(\C)Cc2ccc(OC)cc2)cc1 | -38 | 6% | 6% | -21% | 9% | -10%
Cc1cccc(C(=O)NNC(=O)c2ccccc2C)c1 | 15 | 20% | / | -13% | 4% | 7%
CCN(CC)S(=O)(=O)c1ccc(N2CCN(c3cccc(OC)c3)CC2)c([N+](=O)[O-])c1 | ? | ? | -7% | -16% | -14% | -4%
NC(=O)COc1ccc(Cc2ncc(C(F)(F)F)cc2Cl)cc1 | 0 | -3% | / | -11% | 0% | -1%
Cc1nc2ccc(NC(=O)c3ccc([N+](=O)[O-])cc3)cc2s1 | 10 | ? | -16% | -16% | ? | 4%
O=C(CN1C(=O)NC2(CCCC2)C1=O)NCC1CCCO1 (configuration not stated) | -31 | -7% | 52%[activator] | -22% | 2% | 4%
COc1cc(/C=N/NC(=O)CN2CCCCC2)ccc1OCc1ccccc1 | ? | 5% | 0% | 31% | -1% | 4%
CN(C(=S)NC1CCCCC1)C1(c2ccccc2Cl)CCCCC1=O (configuration not stated) | -17 | ? | -3% | -19% | 7% | -2%
Cc1ccc(CNC(=O)CCSCCC(=O)NCc2ccc(C)cc2)cc1 | -3 | 22% | -11% | -2% | -1% | 1%
Cc1ccc(NCc2cccn2-c2nnc(N3CCC(C(=O)NCc4ccc(F)cc4)CC3)s2)cc1 | -78* | / | -20% | / | 4% | /

Compound activity (PubChem)
